Eya2 phos inh – inhibitors of human Eya2 phosphatase activity; O00167; recombinant Eya2, OMFP fluorescence dephosphorylation (OMFP is methylfluorescein phosphate); Potency, µM (doses to about 76.9 µM), inactives show at the highest dose activity, negative = inhibition, usual class: inhibitors; actives 0.006% (n = 330,000); AID 488837; further: potency means the concentration at half of the fitted maximal effect
Target sequence (O00167 whole entry, looked up): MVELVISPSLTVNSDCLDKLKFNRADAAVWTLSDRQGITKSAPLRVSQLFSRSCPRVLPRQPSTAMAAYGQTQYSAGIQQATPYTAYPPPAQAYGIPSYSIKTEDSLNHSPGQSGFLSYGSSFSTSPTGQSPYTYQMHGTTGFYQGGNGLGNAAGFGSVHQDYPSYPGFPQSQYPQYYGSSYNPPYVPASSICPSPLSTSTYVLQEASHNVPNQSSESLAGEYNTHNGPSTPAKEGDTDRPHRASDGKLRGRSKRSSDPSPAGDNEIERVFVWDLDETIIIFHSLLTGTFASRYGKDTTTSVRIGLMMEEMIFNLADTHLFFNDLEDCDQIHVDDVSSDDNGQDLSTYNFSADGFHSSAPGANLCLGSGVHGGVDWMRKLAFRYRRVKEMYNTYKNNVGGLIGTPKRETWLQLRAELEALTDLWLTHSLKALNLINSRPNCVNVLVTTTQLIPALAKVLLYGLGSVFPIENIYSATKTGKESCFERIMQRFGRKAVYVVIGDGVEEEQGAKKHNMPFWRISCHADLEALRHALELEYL
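Eya2 protein (added as 0.2 uM solution) was preincubated with compound for 10 min at ambient temperature in 50 mM HEPES pH 7.5, 50 mM NaCl, 5 uM MgCl2, 0.05% BSA, 1 mM DTT. OMFP (added at 50 uM) then reacted 10 min; fluorescence read at 485/525 nm.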
B2AR arrestin – beta2AR (human) beta-arrestin recruitment activity; P07550; beta-arrestin recruitment to beta2AR, cell-based reporter; Potency, µM (series often up to 46.1 µM), inactives show at the top dose activation, hits mostly activators; actives 0.02% (n = 330,000); AID 492947;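 further: potency means the concentration at half of the fitted maximal effect; 0% = DMSO controls and full agonism = EC100 isoproterenol or metaproterenol; nearly all actives have a fitted effect of over 65% in size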
FBPA coupling cs – inhibits coupling enzyme system, counter-screen for aldolase hits | coupling enzyme system counterscreen, AmpLite Red fluorescence | activity change, negative = inhibition, % at 58.2 µM, hits read low | actives 0.67% (n = 290,000); in the data active means activity change below about -30%
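Counterscreen of the coupled detection system alone, without aldolase: glyceraldehyde-3-phosphate coupling enzymes plus AmpLite Red readout. Compounds at 57.5 uM final, 10 min RT preincubation, 20 min RT reaction, fluorescence 525/598 nm.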
KCNH2 WT inh – blocks the wildtype human KCNH2 potassium channel. Q12809. U2OS, BacMam KCNH2, thallium flux FluxOr; active compounds read low. activity change, % at 1.84 µM. actives 0.37% (n = 340,000). AID 720551;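 active means maximum activity change below -70%; inconclusive means maximum activity change between -70% and -50%; inactive means maximum activity change above -50%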
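U2OS cells were transduced with wild-type KCNH2 virus (2.03 x 10^8 / mL) for 4 h at room temperature, then cultured overnight at 37 C. Thallium flux was read with FluxOr dye. Rate constants were normalized to DMSO controls.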
Giardia killer – kills Giardia lamblia | Giardia lamblia trophozoite viability | activity change, % at 7.66 µM, hits read low | actives 0.15% (n = 340,000); in the data active means activity change below about -80%; inconclusive means between about -30% and that limit;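 further: parasites exposed to compound for two days anaerobically before the ATP read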
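Trophozoites 100 cells/well + cpd; 48 hrs, 37 deg C, anaerobic. ATPLite 1-Step added, 15-30 min RT, luminescence read (ATP-based viability).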
uPA generation – blocks generation of uPA at the cell surface; cell surface uPA generation assay, qHTS; Potency, µM (doses to about 38.3 µM), without a hit: top-dose activity change, negative = inhibition, hits mostly inhibitors; actives 0.31% (n = 330,000); active means well fitted inhibition curve with a large enough effect; inconclusive means small, poorly fitted or top-dose-only effect; inactive means no such curve, though single readings can be large or run the other way; tested in mouse RAW 264.7 cells; further: potency means the concentration at half of the fitted maximal effect; nearly all actives have a fitted effect of over 55% in size
PKM2 act – activators of human pyruvate kinase M2; P14618; purified PKM2, Kinase-Glo ATP luminescence, activation; response scale: 0% is enzyme alone, no compound; Potency, µM (series often up to 57.5 µM), without a hit: at the highest dose activation, most hits filed as activators; actives 0.34% (n = 260,000); further: potency means the concentration at half of the fitted maximal effect; nearly all actives have a fitted effect of over 55% in size
Target sequence (P14618 whole entry, looked up): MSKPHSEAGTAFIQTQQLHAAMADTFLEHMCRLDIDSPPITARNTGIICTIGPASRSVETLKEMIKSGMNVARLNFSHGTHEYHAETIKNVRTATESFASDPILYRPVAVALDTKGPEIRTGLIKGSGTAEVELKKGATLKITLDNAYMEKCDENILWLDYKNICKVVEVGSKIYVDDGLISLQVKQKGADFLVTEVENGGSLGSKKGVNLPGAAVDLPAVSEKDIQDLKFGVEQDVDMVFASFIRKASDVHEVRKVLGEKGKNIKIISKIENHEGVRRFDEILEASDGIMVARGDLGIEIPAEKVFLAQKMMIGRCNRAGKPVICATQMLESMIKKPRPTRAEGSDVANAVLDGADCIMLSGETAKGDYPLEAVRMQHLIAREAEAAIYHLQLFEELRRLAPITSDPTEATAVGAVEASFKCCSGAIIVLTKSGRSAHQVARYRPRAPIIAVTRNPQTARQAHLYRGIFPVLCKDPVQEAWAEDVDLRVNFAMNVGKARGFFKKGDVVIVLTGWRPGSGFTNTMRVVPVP
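Kinase-Glo luminescence reports ATP generated from ADP (0.1 mM) and PEP (0.5 mM) by purified hPK-M2 after 1 h at room temperature, pH 7.2 imidazole buffer; intermediate enzyme activity allows detecting inhibitors and activators.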
GALK inhibitor – galactokinase (human) inhibition. P51570. Purified GALK, Kinase-Glo residual ATP luminescence. actives 0.007% (n = 270,000). Potency, µM (titrated, usually from 57.5 µM), for the others: at the top dose activity change, negative = inhibition, actives largely listed as inhibitors; further: potency means the concentration at half of the fitted maximal effect
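Quantitative HTS: GALK 5 nM, ATP 35 uM, galactose 100 uM, 1 h room temperature, then luciferase-based ATP detection.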
KCNH2 3.1 inh – inhibitors of human KCNH2 3.1 potassium channel isoform | AID 720553 | U2OS KCNH2 3.1, thallium flux FluxOr; active compounds read low | activity change, % (tested at about 1.8 µM) | actives 0.95% (n = 340,000);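 active means maximum activity change below -70%; inconclusive means maximum activity change from -70% to -50%; inactive means maximum activity change above -50%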;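 further: thallium influx rate constant from kinetic fluorescence after stimulation buffer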
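Kinetic fluorescence (2 min after stimulation buffer) measures Tl+ influx through KCNH2 3.1 expressed by viral transduction in U2OS cells; the rate constant is normalized against DMSO controls serving as positive and negative references.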
USP2a block – blocks human ubiquitin-specific protease USP2a; O75604; USP2 core, Ub-CHOP2 coupled fluorogenic reporter, 485/531; Potency, µM (titrated, usually from 38.3 µM), for the others: top-dose activity change, negative = inhibition, hits mostly inhibitors; actives 0.01% (n = 330,000); AID 463254;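 further: potency means the concentration at half of the fitted maximal effect; plate controls were DMSO wells for no effect and full inhibition by NEM control for full effect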
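USP2 core (10nM final) preincubated 30min RT with compound in 20mM Tris-HCl pH 8.0, 2mM CaCl2, 2mM beta-mercaptoethanol, 0.05% CHAPS; 25nM Ub-CHOP2 plus 25nM reporter substrate added, fluorescence (Ex485/Em531) read after 60min.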
BCR signal inh – chronic active BCR signaling inhibition. ABC-DLBCL IkBa-CBG/CBR reporter, luminescence ratio, 4 h. Potency, µM (titrated, usually from 46.1 µM), for inactives: at the top dose ratio change, negative = lower green/red ratio, actives largely listed as inhibitors. actives 0.05% (n = 340,000); active means well fitted inhibition curve with a large enough effect in the signal ratio, with a control signal flat, not every such curve was filed as active; inconclusive means small, poorly fitted or top-dose-only effect, or effect the other way, or a change in a side signal; the % refers to the signal ratio;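 further: potency means the concentration at half of the fitted maximal effect; plate controls were basal doxycycline-induced cells for no effect and cells given 10 µM MG132 for full effect; MG132 reads +100%, hits lower the ratio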
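TMD8 human ABC-DLBCL cells with doxycycline-inducible IκBα–green luciferase fusion and unfused red luciferase, in 0.5% FBS medium; compounds up to 46 uM, 4 h at 37C. Green/red luminescence ratio, filter-overlap corrected, fitted to concentration-response curves.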
* marks the source's active call; other numbers are inactive results; ? = inconclusive; · = not tested or not shown; [ ] = another dose, or the depositor's remark. Unless noted, the call rests on the fitted dose curve; in most records, active means well fitted curve in the direction sought with a large enough effect; inconclusive means small, poorly fitted or top-dose-only effect, or another doubt; inactive means no such curve, though single readings can be large; an effect the other way counts as inactive or inconclusive. Unless noted, on the % scale 0 is the no-effect control and ±100 the full control effect. No enrichment for hits; 2.4% or so of the library scored in one or more.

(1) CCOC(=O)/C(N=Nc1ccc(F)cc1)=C(/O)c1ccc([N+](=O)[O-])cc1
(2) C[C@@H](NC(=O)c1[nH]cnc1C(=O)Nc1ccc(Cl)cc1)c1ccccc1
(3) COc1ccc(/C(N)=N/OC(=O)C2CCC(=O)N2S(=O)(=O)c2ccc(C)cc2)cc1 (configuration not stated)
(4) NC(=O)COC(=O)c1ccc(Oc2ccccc2)cc1
(5) CCOC(=O)c1cc(CC)sc1NC(=O)C(c1ccccc1)c1ccccc1
(6) OCCc1ccc(O)cc1
assay / compound	1	2	3	4	5	6
Eya2 phos inh	7%	-1%	0%	12%	12%	4%
B2AR arrestin	-0.3%	0.2%	-0.1%	-0.2%	0.8%	0.2%
FBPA coupling cs	-1	·	-2	2	·	·
KCNH2 WT inh	17	4	-4	-1	-12	-22
Giardia killer	-6	-7	0	-7	-21	-3
uPA generation	2%	?	0%	3%	4%	2%
PKM2 act	1%	·	3%	-2%	-3%	·
GALK inhibitor	0%	·	-1%	0%	1%	·
KCNH2 3.1 inh	-42	0	0	3	-5	20
USP2a block	-2%	2%	2%	-1%	5%	0%
BCR signal inh	?	11%	-3%	15%	-1%	0%

Ordered by the number under uPA generation (rising): 4 of the compounds above
no. | structure | uPA generation
3 | COc1ccc(/C(N)=N/OC(=O)C2CCC(=O)N2S(=O)(=O)c2ccc(C)cc2)cc1 (configuration not stated) | 0%
6 | OCCc1ccc(O)cc1 | 2%
4 | NC(=O)COC(=O)c1ccc(Oc2ccccc2)cc1 | 3%
5 | CCOC(=O)c1cc(CC)sc1NC(=O)C(c1ccccc1)c1ccccc1 | 4%

New compounds follow.
(7) CCCOCC(O)CC(CC)C(=O)NNC(=S)Nc1ccccc1 (configuration not stated)
(8) O=C1CC(C(=O)N2CCN(Cc3ccccc3)CC2)CN1Cc1ccccc1 (configuration not stated)
(9) CC1CC(C)(C)NCc2ccccc21 (configuration not stated)
(10) N/C(=N\OC(=O)/C=C/c1ccc(Br)cc1)c1ccccn1
(11) CCOC(=O)C1CCCN(C(=O)CNC(=O)c2ccc(Br)o2)C1 (configuration not stated)
(12) CN(C)/N=C/C=C1\CCC/C(=C/c2cccs2)C1=O
assay / compound	7	8	9	10	11	12
Eya2 phos inh	0%	-12%	-20%	2%	6%	9%
B2AR arrestin	0.0%	0.2%	-0.2%	-0.3%	0.3%	-0.4%
FBPA coupling cs	-1	·	2	2	·	-1
KCNH2 WT inh	-5	-9	14	-13	2	-5
Giardia killer	27	-3	1	-30	14	5
uPA generation	4%	-3%	-1%	-2%	-1%	?
PKM2 act	6%	·	0%	2%	·	3%
GALK inhibitor	7%	·	0%	1%	·	-2%
KCNH2 3.1 inh	2	10	-89*	-13	1	5
USP2a block	-1%	1%	-1%	4%	-2%	2%
BCR signal inh	-23%	2%	-23%	?	0%	8%

Some of the entries so far, bar-delimited:
no. | molecule | Eya2 phos inh | B2AR arrestin | FBPA coupling cs | KCNH2 WT inh | Giardia killer | uPA generation | PKM2 act | GALK inhibitor | KCNH2 3.1 inh | USP2a block | BCR signal inh
10 | N/C(=N\OC(=O)/C=C/c1ccc(Br)cc1)c1ccccn1 | 2% | -0.3% | 2 | -13 | -30 | -2% | 2% | 1% | -13 | 4% | ?
11 | CCOC(=O)C1CCCN(C(=O)CNC(=O)c2ccc(Br)o2)C1 (configuration not stated) | 6% | 0.3% | · | 2 | 14 | -1% | · | · | 1 | -2% | 0%
12 | CN(C)/N=C/C=C1\CCC/C(=C/c2cccs2)C1=O | 9% | -0.4% | -1 | -5 | 5 | ? | 3% | -2% | 5 | 2% | 8%

New compounds follow:
(13) Cc1cccc(N2C(=O)C3C4CC(C(Br)C4Br)C3C2=O)n1 (configuration not stated)
(14) COc1ccc(OCc2cc(C(=O)NCCN3CCCc4ccccc43)no2)c(Cl)c1
(15) COc1ccc(NC(=O)CN(Cc2ccco2)Cc2ccco2)cc1S(=O)(=O)N1CCCCC1
(16) COc1ccc(S(=O)(=O)Nc2ccc3c(c2)OCCO3)cc1OC
(17) CN(C)c1ccc(/C=N/NC(=O)c2ccco2)cc1
(18) COCCCNCC(O)COc1ccccc1F (configuration not stated)
assay / compound	13	14	15	16	17	18
Eya2 phos inh	-7%	-11%	12%	-2%	6%	11%
B2AR arrestin	-0.2%	-0.5%	0.0%	0.6%	-0.6%	0.8%
FBPA coupling cs	0	·	·	-1	2	1
KCNH2 WT inh	-7	10	-6	-9	1	5
Giardia killer	-1	-6	14	?	3	0
uPA generation	2%	-1%	-10%	-2%	-7%	2%
PKM2 act	0%	0%	·	2%	-46%	-19%
GALK inhibitor	0%	-1%	·	-3%	4%	6%
KCNH2 3.1 inh	15	3	-8	13	5	14
USP2a block	2%	2%	-1%	1%	5%	-11%
BCR signal inh	6%	?	?	0%	?	?

(19) CC1(C)COC(/C=C/c2ccc([N+](=O)[O-])cc2)=N1
(20) COc1cccc(CNc2ncnc3cc(OC)c(OC)cc23)c1
(21) O=C(NN1CCOCC1)c1cc(-c2ccccc2)nc2ccccc12
(22) CN1CCN(NC(=O)c2ccc(Cl)c(S(=O)(=O)Nc3ccc(Cl)cc3)c2)CC1
(23) Cc1c(Br)c([N+](=O)[O-])nn1CC(=O)NC1CCCCCC1
(24) O=C(Nc1cccc2c1CCCC2)c1ccccc1Br
assay / compound	19	20	21	22	23	24
Eya2 phos inh	1%	-28%	-1%	5%	-1%	-12%
B2AR arrestin	-2.7%	-0.4%	-0.5%	-0.1%	-0.1%	-0.1%
FBPA coupling cs	3	-2	0	4	2	0
KCNH2 WT inh	1	3	5	3	1	-4
Giardia killer	23	-15	-6	-1	-22	-13
uPA generation	-14%	-2%	2%	-5%	-6%	0%
PKM2 act	-2%	6%	-4%	-8%	1%	-7%[11.5 µM]
GALK inhibitor	1%	-2%	-2%	-1%	1%	-2%
KCNH2 3.1 inh	-4	5	6	0	-6	22
USP2a block	1%	-2%	1%	-6%	0%	-1%
BCR signal inh	?	-11%	5%	-5%	?	?

(25) COc1ccc(C(=O)Nc2ccc(C3=NNC(=O)CC3C)cc2NC(=O)c2ccc(OC)cc2)cc1 (configuration not stated)
(26) COc1ccc(-n2cnc(N)c2C(=O)c2cccc([N+](=O)[O-])c2)cc1
(27) COc1ccc(CNC(=O)Nc2cccs2)cc1OC
(28) N/C(=N\OC(=O)CCC1CCCCC1)c1cccc([N+](=O)[O-])c1
(29) CN(C#N)c1nc(Cl)nc(Nc2cccc(Cl)c2)n1
(30) COCn1c(-c2ccc(OC)cc2)nc2ccccc21
assay / compound	25	26	27	28	29	30
Eya2 phos inh	-2%	-1%	8%	-2%	-7%	7%
B2AR arrestin	-0.7%	-0.2%	0.3%	0.2%	0.1%	0.4%
FBPA coupling cs	0	2	1	-1	4	2
KCNH2 WT inh	-5	-4	1	-18	-20	5
Giardia killer	-13	10	-8	14	17	-16
uPA generation	-4%	?	-2%	3%	3%	-11%
PKM2 act	1%	-1%	18µM*	-2%	0%	12%
GALK inhibitor	3%	0%	0%	-4%	-1%	1%
KCNH2 3.1 inh	-2	-5	-3	6	-1	3
USP2a block	-3%	2%	3%	1%	3%	-6%
BCR signal inh	?	?	5%	?	1%	-19%

Looked up above:
compound 25 | USP2a block: -3%
compound 30 | KCNH2 WT inh: 5
compound 28 | KCNH2 WT inh: -18

Next records
(31) Cc1nc2ccc(NC(=O)CCS(=O)(=O)c3ccccc3)cc2s1
(32) CCC(C)(C)NC(=O)C(c1ccncc1)N(Cc1ccc(C)cc1)C(=O)c1csnn1 (configuration not stated)
(33) O=C(/C=C/c1ccco1)Nc1nnc(-c2ccco2)s1
(34) O=C(N/N=C/c1ccncc1)c1ccc(NC(=O)c2cccc(Cl)c2)cc1
(35) Cc1c(C(=O)OCC(=O)Nc2ccc(N3CCOCC3)cc2)oc2ccccc12
(36) Cc1cccc2[nH]c3c(N4CCN(C(=O)c5ccco5)CC4)ncnc3c12
(37) O=C(Cn1c(=O)n(CC(=O)NCc2ccccc2)c2ccccc21)NCc1ccccc1
assay / compound	31	32	33	34	35	36	37
Eya2 phos inh	-5%	-21%	0%	4%	8%	-29%	0%
B2AR arrestin	-1.2%	2.0%	-0.9%	3.7%	-1.5%	-0.6%	-0.5%
FBPA coupling cs	2	3	-2	1	·	0	-2
KCNH2 WT inh	-1	-1	-2	1	-5	0	-4
Giardia killer	26	-3	3	27	4	-3	7
uPA generation	-3%	0%	?	9%	2%	-1%	-11%
PKM2 act	1%	1%	-8%	17%	·	28%	12%
GALK inhibitor	1%	-3%	1%	6%	·	0%	-1%
KCNH2 3.1 inh	7	6	-6	1	-14	-2	-13
USP2a block	-14%	0%	4%	-22%	0%	-5%	0%
BCR signal inh	7%	13%	?	-1%	4%	9%	?

High-throughput results from PubChem BioAssay.
